Source: PubChem (several laboratories)
BoNT-F LC inh = blocks Botulinum neurotoxin F light chain protease; Multiplex microsphere protease cleavage assay, flow cytometry; inhibition, % at 10 µM; 360,000 compounds, 0.22% hits; in the data active means inhibition above about 35%, passing the limit was not always enough; inconclusive means no clear call, values can overlap the other calls; further: plate controls were buffer without enzyme for full effect and enzyme alone for no effect
PfHsp40 rescue = restores yeast growth despite PfHsp40 toxicity. S. cerevisiae expressing PfHsp40, growth rescue, ATP luminescence. growth rescue, % at 12.5 µM. 340,000 compounds, 0.68% hits. AID 504582; in the data active means growth rescue above about 28%, passing the limit was not always enough; inconclusive means no clear call, values can overlap the other calls;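 further: yeast W303a lacking pdr1 and pdr3 grown in galactose medium; growth measured after three days at 30 °C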
TcdB inh = inhibitors of Clostridioides difficile toxin B glycohydrolase; P18177; TcdB glycohydrolase enzymatic assay, plate reader; inhibition, % at 9.99 µM; 350,000 compounds, 0.24% hits; AID 652162; in the data active means inhibition above about 10%
Y pestis TopoI = blocks Yersinia pestis topoisomerase I activity. 360,000 compounds, 0.064% hits. Y. pestis Topo-I cleavage product accumulation, plate reader. activity, % at 10 µM; in the data active means activity above about 50%, passing the limit was not always enough; inconclusive means no clear call, values can overlap the other calls; further: inactives centre near 2
CCHF vOTU inh = CCHFV vOTU protease inhibition; 370,000 compounds, 0.55% hits; inhibition, % at 11.5 µM; Pep-AMC fluorescence; in the data active means inhibition above about 30%; further: 0% = vehicle wells with enzyme and 100% = no enzyme wells
BoNT-A LC inh2 = blocks Botulinum neurotoxin A light chain protease. multiplex microsphere protease substrate cleavage, flow cytometry. inhibition, % at 10 µM. 360,000 compounds, 0.17% hits; further: plate controls were buffer without enzyme for full effect and enzyme alone for no effect
FadD28 FP inh = blocks FadD28 binding to the bisubstrate probe. 360,000 compounds, 0.22% hits. fluorescence polarization. AID 588549. inhibition, % at 12.5 µM; in the data active means inhibition above about 8.5%, passing the limit was not always enough; inconclusive means no clear call, values can overlap the other calls
Anthrax LF inh2 = inhibitors of Bacillus anthracis lethal factor protease; 360,000 compounds, 0.12% hits; AID 588501; P15917; multiplex microsphere protease cleavage assay, LF; inhibition, % at 10 µM; further: plate controls were buffer without enzyme for full effect and enzyme alone for no effect
Target sequence (P15917 whole entry, looked up): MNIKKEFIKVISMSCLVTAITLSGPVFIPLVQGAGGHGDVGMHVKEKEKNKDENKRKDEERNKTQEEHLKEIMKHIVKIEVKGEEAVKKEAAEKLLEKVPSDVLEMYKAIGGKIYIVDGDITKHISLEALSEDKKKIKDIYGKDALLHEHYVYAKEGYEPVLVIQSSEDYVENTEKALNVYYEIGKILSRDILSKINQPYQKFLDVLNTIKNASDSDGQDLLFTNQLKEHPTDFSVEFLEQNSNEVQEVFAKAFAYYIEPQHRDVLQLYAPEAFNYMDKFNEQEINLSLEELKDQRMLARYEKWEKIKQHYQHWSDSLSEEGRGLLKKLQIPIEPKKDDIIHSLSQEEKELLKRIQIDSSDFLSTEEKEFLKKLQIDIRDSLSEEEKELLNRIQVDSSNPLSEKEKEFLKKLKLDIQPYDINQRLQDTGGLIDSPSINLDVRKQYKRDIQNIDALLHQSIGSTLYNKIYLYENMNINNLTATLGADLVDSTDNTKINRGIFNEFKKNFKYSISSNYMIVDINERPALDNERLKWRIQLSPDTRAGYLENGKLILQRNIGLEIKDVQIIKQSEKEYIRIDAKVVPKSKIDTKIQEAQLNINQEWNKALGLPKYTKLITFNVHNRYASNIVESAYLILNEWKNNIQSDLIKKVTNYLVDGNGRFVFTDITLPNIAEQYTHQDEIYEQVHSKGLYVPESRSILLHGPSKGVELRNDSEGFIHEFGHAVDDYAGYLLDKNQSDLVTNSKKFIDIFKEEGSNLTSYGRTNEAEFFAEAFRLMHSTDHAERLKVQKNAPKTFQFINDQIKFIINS
PrPC TRFRET = reduces human prion protein on the cell surface | P04156 | cell surface PrPC, TR-FRET read-out | inhibition, % at 13.8 µM | 370,000 compounds, 0.43% hits; in the data active means inhibition above about 24%; further: 0% = median of the test wells and 100% = reference compound wells
An asterisk follows results filed as active; ? = inconclusive; nt = no result given; & = joins results of further samples. Unless noted, no stated cut-off is given here; in the data, active means inhibition above about 30%; inconclusive means no clear call, values can overlap the other calls; inactive means below that.

Labels used below: A = BoNT-F LC inh; B = PfHsp40 rescue; C = TcdB inh; D = Y pestis TopoI; E = CCHF vOTU inh; F = BoNT-A LC inh2; G = FadD28 FP inh; H = Anthrax LF inh2; I = PrPC TRFRET
> CC1C(=O)N2CCCc3cc(NC(=O)C4CC4)cc1c32 (stereo not drawn)
  A = -5 | B = -0.1 | C = -0.2 | D = -1 | E = 2 | F = -2.5 | G = -1.0 | H = -2 | I = 9

> N#CC(c1ccccc1)c1cnccn1 (stereo not drawn)
  A = -2 | B = -1.0 | C = 0.6 | D = -4 | E = -10 | F = -0.4 | G = -3.3 | H = -5 | I = -8

> C/C(=N\Nc1nc2ccccc2[nH]1)c1ccc2c(c1)OCO2
  A = -12 | B = -0.5 | C = 1.6 | D = -8 | E = 6 | F = 0.2 | G = -3.1 | H = 0 | I = 0

> Cc1ccc(NC(=O)CCC(=O)N/N=C/c2ccc(O)cc2)cc1
  A = ? | B = -0.9 | C = 0.7 | D = -11 | E = 5 | F = -11 | G = -3.4 | H = -6 | I = 0

> Cc1cc(C)nc(NC(=O)c2ccc(COc3ccccc3Cl)cc2)c1
  A = -6 | B = 2.6 | C = -0.7 | D = 6 | E = 16 | F = -0.1 | G = -3.1 | H = -2 | I = 27*

> O=C(CCc1nnc2n(Cc3ccccc3)c(=O)c3ccccc3n12)NCCN1CCOCC1
  A = 1 | B = -0.5 | C = 1.3 | D = -3 | E = 8 | F = -0.6 | G = -1.8 | H = 2 | I = -8

> COc1ccc(-c2coc3c(C)c4oc(=O)c(CCC(=O)O)c(C)c4cc23)cc1
  A = 10 | B = -0.8 | C = nt | D = 27 | E = nt | F = -0.5 | G = -8.8 | H = 5 | I = nt

> CC1CCCN(CC(O)COC(c2ccccc2)c2ccccc2)C1 (stereo not drawn)
  A = -1 | B = 0.0 | C = -5.3 | D = 6 | E = 13 | F = 0.4 | G = -3.5 | H = -6 | I = -1

> C[C@H]1CN([C@@H](C)CO)C(=O)Cc2cc(NC(=O)Cc3cn(C)c4ccccc34)ccc2O[C@@H]1CN(C)S(=O)(=O)c1cn(C)cn1
  A = -7 | B = 0.2 | C = 1.6 | D = 10 | E = 0 | F = -0.1 | G = -5.3 | H = -6 | I = -6

> CCOC(=O)/C(=C\c1c[nH]c2ccccc12)NC(C)=O
  A = -3 | B = -0.5 | C = nt | D = -10 | E = -2 | F = -0.1 | G = 0.1 | H = -1 | I = -8

> C/C(=N\OCC(=O)NCC(F)(F)F)c1cc2ccccc2o1
  A = -14 | B = -1.1 | C = 1.4 | D = 1 | E = -3 | F = -2.1 | G = -0.9 | H = 0 | I = -10

> COc1ccc(OC)c(NS(=O)(=O)c2c(C)nc3sccn3c2=O)c1
  A = -18 | B = 0.6 | C = -1.0 | D = -3 | E = -3 | F = -0.3 | G = -2.7 | H = -11 | I = -10

> O=C(NC(CC(=O)N1CCCC(C(F)(F)F)C1)c1ccccc1)c1ccccc1Cl (stereo not drawn)
  A = -1 | B = 1.3 | C = 0.8 | D = 6 | E = 5 | F = -0.9 | G = -3.2 | H = -1 | I = 2

> Cc1ccc(NC(=O)COC(=O)C2CSC3(C)CCC(=O)N23)cc1S(=O)(=O)N1CCOCC1 (stereo not drawn)
  A = -1 | B = -0.1 | C = -0.3 | D = 10 | E = 2 | F = 0.2 | G = 0.6 | H = -4 | I = -3

> CCCCCC(O)CCC(=O)NNC1=CC(=O)CC(C)(C)C1 (stereo not drawn)
  A = -6 | B = 1.0 | C = -1.0 | D = -3 | E = -7 | F = -1.2 | G = -4.0 | H = -2 | I = -3

> Cc1ccc(N=C2CCCCCN2C)c(C#N)c1
  A = -6 | B = -1.6 | C = nt | D = 5 | E = -4 | F = 0.1 | G = -2.7 | H = -2 | I = 0

> CSCCC(NS(=O)(=O)c1ccc(Cl)cc1)C(=O)OCC(=O)c1c(C)[nH]c2ccccc12 (stereo not drawn)
  A = -3 | B = -0.4 | C = nt | D = -3 | E = -2 | F = -1.0 | G = -1.0 | H = 0 | I = -6

> Cn1c(C(=O)N2CCc3ccccc3C2)cc2oc3ccccc3c21
  A = -8 | B = 3.7 | C = nt | D = 0 | E = nt | F = 0.5 | G = -3.7 | H = 2 | I = nt

> CN(CC(=O)NCCc1ccccn1)S(=O)(=O)c1ccc(Cl)cc1
  A = -6 | B = -0.4 | C = -1.1 | D = 1 | E = 3 | F = -0.2 | G = -1.5 | H = -2 | I = 8

> Cc1nc2cc(-c3ccc(Cl)cc3)nn2c(C)c1CCC(=O)N1CCC2(CC1)OCCO2
  A = 0 | B = -1.1 | C = nt | D = -2 | E = -4 | F = -0.4 | G = -0.8 | H = -1 | I = 1

> CCOC(=O)C1(Cc2ccc(Cl)cc2)CCN(C(=O)c2cnc(C)cn2)CC1
  A = 4 | B = 0.1 | C = 1.3 | D = 25 | E = 16 | F = 0.3 | G = -3.1 | H = -9 | I = 2

> Cc1cccc(-c2nnc(-c3cccc4ccccc34)o2)c1
  A = -6 | B = 1.2 | C = -0.1 | D = 8 | E = -4 | F = -0.3 | G = -2.4 | H = -3 | I = 5

> CC(=O)c1cccc(NC(=O)c2cc(C)nn2-c2ccccc2)c1
  A = -5 | B = 0.1 | C = -0.7 | D = 0 | E = 6 | F = 1.8 | G = -0.9 | H = 5 | I = -1

> Cn1c(SCC(=O)Nc2nncs2)nnc1C1CC1
  A = -2 | B = 0.1 | C = 0.4 | D = 3 | E = 8 | F = 1.2 | G = 0.8 | H = -2 | I = 5

> CCC(C)(C(=O)NC1CCCC1)N(C(=O)CC1NC(=O)NC1=O)c1ccc(C)cc1 (stereo not drawn)
  A = -1 | B = -0.7 | C = nt | D = 0 | E = 12 | F = 0.7 | G = -4.7 | H = 1 | I = -4

> Cc1ccc(-n2nnnc2SCC(=O)c2c(N)n(C3CC3)c(=O)[nH]c2=O)cc1C
  A = 12 | B = 0.3 | C = 1.5 | D = 3 | E = 3 | F = 3.9 | G = -0.2 | H = -1 | I = 5

> C/C(=N\NC(=O)CNc1cccc(C(F)(F)F)c1)c1cccc(Br)c1
  A = -10 | B = -1.1 | C = nt | D = 3 | E = -4 | F = -0.3 | G = -0.2 | H = -4 | I = 8

> N#CC1=C(N)Oc2n[nH]c(-c3cccs3)c2C1C1C=CCCC1 (stereo not drawn)
  A = 0 | B = 0.7 | C = nt | D = 2 | E = 12 | F = -0.4 | G = -12 | H = 0 | I = 15

> CCSc1nnc(NC(=O)C2(C)Cc3ccccc3C(=O)O2)s1 (stereo not drawn)
  A = 6 | B = -0.6 | C = nt | D = 6 | E = -2 | F = 4.8 | G = -3.8 | H = -12 | I = 3

> CC(C)(C)OC(=O)NCCCC[C@H](NC(=O)c1[nH]cnc1C(=O)N[C@@H](Cc1ccccc1)C(=O)OC(C)(C)C)C(=O)OC(C)(C)C
  A = -5 | B = 3.6 | C = -0.6 | D = 14 | E = 25 | F = -0.3 | G = -6.6 | H = -2 | I = 8

(next part)
Screens in order – BoNT-F LC inh	PfHsp40 rescue	TcdB inh	Y pestis TopoI	CCHF vOTU inh	BoNT-A LC inh2	FadD28 FP inh	Anthrax LF inh2	PrPC TRFRET
N#C/C(=C\Nc1ccc2c(c1)OCCO2)C(=O)NCc1ccco1
  ?	1.6	1.7	-3	3	0.3	-3.0	-8	1
Cc1cccc(-c2nc(CS(=O)CC(=O)N3CC(C)CC(C)C3)c(C)o2)c1 (stereo not drawn)
  4	-1.8	0.0	40	14	1.6	0.5	-2	3
COc1cc(OC)c(C(=O)OCCCOC(=O)c2cc(OC)c(OC)cc2OC)cc1OC
  4	-0.2	0.0	-1	11	-0.2	-2.5	-3	3
COc1cc(C(=O)OCC(=O)N2CCCC2)cc2c1OCCO2
  4	-0.5	1.0	2	-5	2.3	-0.5	-5	4
C[C@@H]1CN([C@H](C)CO)C(=O)c2cc(NS(=O)(=O)c3cn(C)cn3)ccc2O[C@@H]1CN(C)S(C)(=O)=O
  -8	0.2	-0.2&5.7	0	-15	-0.7	0.2	-8	2
O=C(NCC(O)COc1ccc([N+](=O)[O-])cc1)c1ccccc1 (stereo not drawn)
  -1	-1.3	-0.6	-1	8	-0.1	-3.1	0	-5
CNc1nc(NCc2ccccc2)c2sccc2n1
  -1	nt	0.5	1	13	-0.3	-1.1	2	11
O=S(=O)(c1ccc2ccccc2c1)N1CCCCC1
  -15	-0.6	1.6	9	nt	-0.4	-0.5	-1	nt
O=C(Oc1ccc2ccc(=O)oc2c1)N1CCOCC1
  -2	1.4	nt	2	-1	0.6	-0.6	-4	-1
Cc1ccc(Cl)cc1N1CCN(C(=O)CCCn2c(=O)c3cccn3c3cccnc32)CC1
  2	14	1.4	-10	2	0.9	-1.3	-3	3
Cc1csc(NC(=O)c2cc3c(s2)CCCCC3)n1
  -10	2.3	nt	-11	5	0.2	-4.0	-3	25*
CC(=O)c1c(C)oc2ccc(NS(=O)(=O)c3ccc(C)cc3)cc12
  13	1.2	0.7	-8	-5	-2.7	-1.6	-10	0
C[C@H]1CN([C@@H](C)CO)S(=O)(=O)c2ccc(-c3cccc(F)c3)cc2O[C@@H]1CN(C)C
  -14	nt	0.6&0.5&0.7	1	6	0.0	-1.1	-7	-8
CCN(CC(=O)Nc1ccc(OC)cc1)C(=O)c1cccc(S(=O)(=O)N2CCN(c3ccccc3)CC2)c1
  0	nt	0.3	1	15	0.4	-0.8	-4	9
Cc1ccc([C@H]2C[C@H](O)[C@@H](n3cc(-c4ccc(F)cc4)nn3)CN2C(=O)c2cccs2)cc1
  -2	nt	0.7	14	1	0.0	-5.6	-4	4
O=C(O)CSC1CC(=O)N(c2ccc(Br)cc2)C1=O (stereo not drawn)
  14	-0.6	-0.8	5	5	-1.0	-1.6	11	4
O=C(N/N=C/c1ccccn1)c1ccc(Br)o1
  -16	0.4	nt	14	8	-0.8	-2.4	5	7
CC(C)=C1C2CCC1C1C(=O)N(c3nc(-c4ccc(F)cc4)c(C)s3)C(=O)C21 (stereo not drawn)
  -6	-0.5	nt	22	13	-0.2	-1.2	-8	3

A second format for part of the listing above:
Molecule | BoNT-F LC inh | PfHsp40 rescue | TcdB inh | Y pestis TopoI | CCHF vOTU inh | BoNT-A LC inh2 | FadD28 FP inh | Anthrax LF inh2 | PrPC TRFRET
O=C(Oc1ccc2ccc(=O)oc2c1)N1CCOCC1 | -2 | 1.4 | nt | 2 | -1 | 0.6 | -0.6 | -4 | -1
Cc1ccc(Cl)cc1N1CCN(C(=O)CCCn2c(=O)c3cccn3c3cccnc32)CC1 | 2 | 14 | 1.4 | -10 | 2 | 0.9 | -1.3 | -3 | 3
Cc1csc(NC(=O)c2cc3c(s2)CCCCC3)n1 | -10 | 2.3 | nt | -11 | 5 | 0.2 | -4.0 | -3 | 25*
CC(=O)c1c(C)oc2ccc(NS(=O)(=O)c3ccc(C)cc3)cc12 | 13 | 1.2 | 0.7 | -8 | -5 | -2.7 | -1.6 | -10 | 0
C[C@H]1CN([C@@H](C)CO)S(=O)(=O)c2ccc(-c3cccc(F)c3)cc2O[C@@H]1CN(C)C | -14 | nt | 0.6&0.5&0.7 | 1 | 6 | 0.0 | -1.1 | -7 | -8
CCN(CC(=O)Nc1ccc(OC)cc1)C(=O)c1cccc(S(=O)(=O)N2CCN(c3ccccc3)CC2)c1 | 0 | nt | 0.3 | 1 | 15 | 0.4 | -0.8 | -4 | 9
Cc1ccc([C@H]2C[C@H](O)[C@@H](n3cc(-c4ccc(F)cc4)nn3)CN2C(=O)c2cccs2)cc1 | -2 | nt | 0.7 | 14 | 1 | 0.0 | -5.6 | -4 | 4
O=C(O)CSC1CC(=O)N(c2ccc(Br)cc2)C1=O (stereo not drawn) | 14 | -0.6 | -0.8 | 5 | 5 | -1.0 | -1.6 | 11 | 4
O=C(N/N=C/c1ccccn1)c1ccc(Br)o1 | -16 | 0.4 | nt | 14 | 8 | -0.8 | -2.4 | 5 | 7
CC(C)=C1C2CCC1C1C(=O)N(c3nc(-c4ccc(F)cc4)c(C)s3)C(=O)C21 (stereo not drawn) | -6 | -0.5 | nt | 22 | 13 | -0.2 | -1.2 | -8 | 3
